# 12-hLO inh: blocks human 12-lipoxygenase activity. P18054. Potency, µM (titrated, usually from 57.1 µM), inactives show top-dose activity change, negative = inhibition, actives largely listed as inhibitors. 150,000 tested, 0.12% active. purified 12-hLO, xylenol orange hydroperoxide absorbance; also: potency is read from the fitted curve at half-maximal effect; nearly all actives have a fitted effect of over 55% in size; many of its hits are not listed in these tables
#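 Lipoxygenase turnover measured by absorbance at 573 and 405 nm after Fe-XO development. Human 12hLO 150 nM, arachidonate 40 uM, pH 7.0 Hepes buffer with detergent; 15 min compound preincubation, 30 min reaction.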
# IMPase cell inh: IMPase inhibition in cells; CHO-M1 cells, IP1 accumulation, HTRF TR-FRET ratio; inhibition (IP1 accumulation), % at 46.1 µM; AID 901; 120,000 tested, under 10 active; active = well fitted curve in the direction sought with a large enough effect in the signal ratio, not every such curve was filed as active; inconclusive = small, poorly fitted or top-dose-only effect, or a change in a side signal; inactive = no such curve, though single readings can be large or run the other way; the % refers to the signal ratio;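 also: cells stimulated with carbachol in lithium chloride buffer; plate controls were DMSO basal wells for no effect and reference inhibitor wells for full effect; higher means more IMPase inhibition seen as more IP1 and lower FRET ratio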
# Target sequence (P97697 whole entry, looked up): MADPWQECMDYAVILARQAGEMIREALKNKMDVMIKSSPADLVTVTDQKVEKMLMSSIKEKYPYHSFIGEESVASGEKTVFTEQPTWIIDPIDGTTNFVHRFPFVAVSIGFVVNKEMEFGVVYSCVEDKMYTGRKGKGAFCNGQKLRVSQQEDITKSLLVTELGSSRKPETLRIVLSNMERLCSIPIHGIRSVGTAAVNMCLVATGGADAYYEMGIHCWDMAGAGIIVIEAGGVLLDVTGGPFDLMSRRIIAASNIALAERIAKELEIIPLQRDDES
#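 Elevated IP1 in lysates lowers TR-FRET signal (665/620 ratio and 620 channel reported). Cells were CHO-M1, given carbachol (50 uM as added) plus 50mM LiCl, pH 7.4, 30 min, 37C; compounds titrated up to 46 uM; AC50 by Hill equation.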
# PNC inhibitor: perinucleolar compartment assembly inhibition; 140,000 tested, 3.1% active; AID 2417; PC3M PTB-GFP, PNC prevalence imaging, 16 h; active compounds read low; activity change (PNC), negative = inhibition, % at 10 µM;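 active = readout at or below -70, meaning at least 70% loss of cells showing the perinucleolar compartment, a nuclear body marking cancer cells; inconclusive = readout between -30 and a set limit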;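 also: plate controls were DMSO wells for no effect and camptothecin positive control wells for full effect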
#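 Read-out is percentage of cells bearing a perinucleolar compartment, from automated 20x imaging of fixed, Hoechst-stained PC3M PTB-GFP cells. Cells were seeded 4 h, then exposed 16 h to compound (23 nl of library stock) in duplicate plates.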
# ALOX15B inhib: 15-hLO-2 (ALOX15B) enzyme inhibition; O15296; purified 15hLO-2, xylenol orange hydroperoxide absorbance; Potency, µM (doses to about 57.1 µM), for the others: at the top dose activity change, negative = inhibition, hits mostly inhibitors; 110,000 tested, 0.56% active; AID 881; also: potency is read from the fitted curve at half-maximal effect; nearly all actives have a fitted effect of over 60% in size; many of its hits are not listed in these tables
# Target sequence (O15296 whole entry, looked up): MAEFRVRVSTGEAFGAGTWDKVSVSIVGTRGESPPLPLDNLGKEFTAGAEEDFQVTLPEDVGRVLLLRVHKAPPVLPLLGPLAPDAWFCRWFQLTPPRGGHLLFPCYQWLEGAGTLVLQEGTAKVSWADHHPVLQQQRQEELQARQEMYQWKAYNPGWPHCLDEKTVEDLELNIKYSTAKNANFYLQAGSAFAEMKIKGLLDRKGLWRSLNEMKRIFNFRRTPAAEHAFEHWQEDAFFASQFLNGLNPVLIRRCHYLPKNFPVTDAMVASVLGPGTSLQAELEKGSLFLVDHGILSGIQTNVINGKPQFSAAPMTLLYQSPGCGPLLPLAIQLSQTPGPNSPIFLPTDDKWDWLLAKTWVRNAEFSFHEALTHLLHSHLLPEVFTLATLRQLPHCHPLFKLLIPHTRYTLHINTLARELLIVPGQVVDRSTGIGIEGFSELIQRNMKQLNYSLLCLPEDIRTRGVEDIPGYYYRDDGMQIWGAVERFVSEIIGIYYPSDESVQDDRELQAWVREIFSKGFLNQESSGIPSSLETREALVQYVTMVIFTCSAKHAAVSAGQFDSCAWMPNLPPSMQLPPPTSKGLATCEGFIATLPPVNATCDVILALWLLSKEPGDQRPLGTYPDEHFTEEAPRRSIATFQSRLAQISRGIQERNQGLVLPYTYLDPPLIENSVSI
#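 Purified human 15hLO-2 (50 nM) preincubated 15 min with compound, then 45 uM arachidonic acid for 90 min at RT in 25 mM Hepes pH 7.5, 0.01% Triton X-100. Hydroperoxide detected by Fe-xylenol orange; 573/405 nm absorbance ratio.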
# The depositor's hits bear a star; ? = inconclusive; . = no result given; [ ] = dose if it differs, or a comment. Unless noted, calls follow the shape of the dose curve; as a rule, active = well fitted curve in the direction sought with a large enough effect; inconclusive = small, poorly fitted or top-dose-only effect, or another doubt; inactive = no such curve, though single readings can be large; an effect the other way counts as inactive or inconclusive. Unless noted, % is scaled to controls: 0 for no effect and ±100 for the full control effect. An excerpt. The share of hits here may be higher or lower than overall.
item	Compound	12-hLO inh	IMPase cell inh	PNC inhibitor	ALOX15B inhib
1	COC(=O)c1c(-c2cccs2)csc1NC(=O)CSc1ncnc2sc(C)c(C)c12	1%	-1	-14	-7%
2	Cc1ccc(SC(C)C(=O)Nc2c(C)n(C)n(-c3ccccc3)c2=O)cc1 (stereo not given)	-4%	0	-24	0%
3	COc1cccc(C(=O)NCC(=O)OCC(=O)C(C)(C)C)c1	6%	2	?	.
4	COCCCNc1ncnc2c1[nH]c1ccccc12	-2%	2	-9	-3%
5	c1cc(N2CCCC2)ccc1C(c1nnnn1C1CCCCC1)N1CCOCC1 (stereo not given)	-5%	8	21	-11%
6	O=C(CCS(=O)(=O)c1cccs1)Nc1ccc(C(=O)NCc2cccs2)cc1	2%	5	?	6%
7	CS(=O)(=O)Nc1ccc(C(=O)Nc2ccccc2Sc2ccccc2)cc1	0%	.	34	.
8	Cc1ccc(NC(=O)CC2COc3ccccc3O2)cc1 (stereo not given)	5%	6	-7	8%
9	CCOc1ccc(S(=O)(=O)NCc2ccc(OC)cc2)c2cccnc12	0%	.	-7	.
10	c1ccc2sc(NC3=NCN(Cc4ccc5c(c4)OCO5)CN3)nc2c1	-14%	8	44	22%
11	CCN(CC)c1ccc(N=Cc2ccc(N(CC)CC)cc2O)cc1	-12%	14	?	?
12	CCC(C)NC(=O)C1CCCN(C(=O)Nc2ccc(F)cc2)C1 (stereo not given)	-1%	4	9	-4%
13	O=C(CS(=O)(=O)c1ccc(Cl)c(Cl)c1)Nc1ccccc1Cl	8%	9	22	-2%
14	C(=N\n1cnnc1)/c1cccc2ccccc12	4%	-3	40	-1%
15	COc1ccc(/C=C/C(=O)N/C(=C\c2ccco2)C(=O)NCCc2nc3ccccc3[nH]2)cc1	-4%	2	-10	.
16	CCc1nc(C)cn1S(=O)(=O)c1cc(C)c(OC)cc1C	8%	-4	-12	-4%

# Pulled by structure from the list above, four records:
item	Compound	12-hLO inh	IMPase cell inh	PNC inhibitor	ALOX15B inhib
15	COc1ccc(/C=C/C(=O)N/C(=C\c2ccco2)C(=O)NCCc2nc3ccccc3[nH]2)cc1	-4%	2	-10	.
14	C(=N\n1cnnc1)/c1cccc2ccccc12	4%	-3	40	-1%
13	O=C(CS(=O)(=O)c1ccc(Cl)c(Cl)c1)Nc1ccccc1Cl	8%	9	22	-2%
12	CCC(C)NC(=O)C1CCCN(C(=O)Nc2ccc(F)cc2)C1 (stereo not given)	-1%	4	9	-4%

# Next records:
item	Compound	12-hLO inh	IMPase cell inh	PNC inhibitor	ALOX15B inhib
17	CCN(CC)S(=O)(=O)c1ccc(Cl)c(C(=O)NCc2ccccc2Cl)c1	-6%	1	-12	-3%
18	OCc1cn(-c2ccccc2)nc1-c1ccc2c(c1)OCCO2	-9%	-1	?	5%
19	O=C(CN1CCCC1)N1CCCC(c2ccc(F)cc2)c2ccc(F)cc21 (stereo not given)	0%	.	36	.
20	O=C1CCc2cc(S(=O)(=O)N3CCCC3C(=O)N3CCN(c4ccccc4F)CC3)ccc2N1 (stereo not given)	-2%	8	-25	1%
21	c1ccc(CNc2nc3ccccc3n3cnnc23)nc1	-1%	2	-3	2%
22	CCOc1cccc(=O)c2c(C)n(CC3CCCO3)c(C)c12 (stereo not given)	-14%	10	12	-20%
23	Nc1ccc(NC(=O)c2ccccc2)c2c1C(=O)c1ccccc1C2=O	-4%	-8	0	6%
24	C[C@@H](C(=O)N[C@H](C(=O)O)c1ccccc1)n1nnc2ccccc2c1=O	-1%	.	-112*	.
25	Cc1ccc(NS(=O)(=O)c2ccc(OCC(=O)N3CCOCC3)cc2)cc1	-5%	-2	-22	-5%
26	Cc1ccc(C)n1-c1ccc(N2CCOCC2)cc1	-7%	6	26	-29%
27	CC(C)c1ccc(CN(C(=O)C2COc3ccccc3O2)C2CCS(=O)(=O)C2)cc1 (stereo not given)	-12%	1	33	-4%
28	CCCCOc1ccc(S(=O)(=O)Nc2cccnc2)cc1	-3%	10	-6	4%
29	Cc1ccc(OCc2nnc(SCC(=O)C(C)(C)C)n2Cc2ccco2)cc1	-9%	0	3	5%
30	Cc1ccccc1C(=NC(=O)c1ccccc1)c1ccccc1	-12%	6	25	6%
31	COC(=O)c1nn(-c2ccc(Cl)cc2)c(=O)cc1Sc1ccccn1	-7%	-2	-3	-1%
32	CSc1nnc2c(n1)OC(c1cccn1C)N(C(C)=O)c1ccccc1-2 (stereo not given)	-4%	10	19	3%
33	Cc1ccc(OS(=O)Nc2cccc3nccnc23)cc1 (stereo not given)	-2%	-5	-22	4%
34	Cc1csc2nc(CNC(=O)C3CCCCC3)cn12	1%	-4	-26	8%
35	CC(C(=O)N1CCCCC1)n1ncn2cccc2c1=O (stereo not given)	-1%	-8	36	.
36	CCOc1nc(-c2ccc(Cl)cc2Cl)ccc1C#N	-8%	-8	14	9%
37	CCOc1ccc(S(=O)(=O)N(CCO)CCO)cc1-c1nc2c(C(C)(C)C)nn(C)c2c(=O)[nH]1	1%	-1	35	-9%
38	COc1ccc(S(=O)(=O)N2CCCCCC2)cc1NC(=O)c1c2c(nc3ccccc13)CCN(Cc1ccccc1)C2	-3%	.	?	.
39	COc1ccc(-c2nc(CS(=O)CC(=O)NCCC3=CCCCC3)c(C)o2)cc1 (stereo not given)	4%	1	10	-1%
40	O=C1NCCCC1C(=O)N/N=C/c1cccc(O)c1 (stereo not given)	-1%	.	-1	.
41	Cn1nc(-c2ccc(Cl)cc2)c2cc(C(=O)NCc3ccco3)sc21	-19%	15	?	0%
42	CCNc1ccc(C(=O)OCC(=O)NCc2ccccc2Cl)cc1[N+](=O)[O-]	2%	2	2	.
43	Cc1cc(F)c(F)c(C(=O)NC2CC2)c1Cl	-1%	15	?	1%
44	C/C(Cl)=C\Cn1c(Nc2ccc(C)cc2)nc2c1c(=O)n(C)c(=O)n2C	-4%	2	-95*	-17%
45	NC(=O)Cc1ccc(Nc2nnc(-c3ccccc3)c3ccccc23)cc1	-3%	2	-24	.
46	CCN(CC(=O)NC1CCS(=O)(=O)C1)c1nc(-c2cccnc2)nc2ccccc12 (stereo not given)	-6%	8	37	-2%
47	CCc1ccc2c(c1)cc(CN(C(=S)Nc1ccc(Cl)cc1)C1CC1)c1nnnn12	-2%	?	39	-13%
48	CSc1nc2sc3c(c2c2nncn12)CCC3	2%	.	-20	.
49	N#Cc1ccccc1NC(=O)CSc1nnc(-c2ccccc2O)n1-c1ccccc1	-11%	5	?	-7%
50	CCn1nc(C)c(C2C(C#N)=C(N)OC3=C2C(=O)CCC3)c1C (stereo not given)	-4%	.	1	.
51	O=C(Cn1c(=O)sc2ccccc21)Nc1ccc2c(c1)OCCO2	-1%	9	58	-7%
52	C1=C2C[N+]3(CCCC3)CC2Cc2ccc3ccccc3c21 (stereo not given)	4%	6	?	25%
53	N#Cc1c(N)nc2c(c1-c1ccc3c(c1)OCO3)CCCCCC2	-6%	6	-1	-15%
54	O=C(c1csc2ccccc12)n1cccn1	-2%	1	-87*	-5%
55	CC(C)NC(=O)c1ccccc1NC(=O)Cc1ccc(Cl)cc1	3%	-3	-21	-2%
56	c1ccc(Cn2nnc(-c3ccccc3)n2)cc1	-2%	-4	-100*	.
57	CC(=O)c1c(O)cc2n(c1=O)-c1ccc(Cl)cc1C2(C)C	5%	.	-3	.
58	CCCNc1nc(N)nc(-c2cc(Cl)ccc2OC)n1	2%	-15	-3	10%
59	Cc1ccc(-n2ncc3c(=O)n(CC(=O)NC4CCCCC4)cnc32)cc1C	-2%	-5	-13	2%
60	CCOC(=O)c1ccccc1NC(=O)/C=C/C(=O)O	-9%	.	-15	.
61	CCOc1ccc(CCNc2ccc3nnc(-c4ccccc4)n3n2)cc1OCC	1%	.	-119*	.
62	COc1ccc2c(c1OC)C(=O)N1c3ccccc3COC21 (stereo not given)	5%	11	0	-7%
63	C=CCN1C(=O)/C(=C\c2ccc(C)cc2)N=C1SCC(=O)NCCC	-3%	-1	11	-17%
64	Cc1cc2cc(C(c3nnnn3Cc3ccccc3)N3CCc4ccccc43)c(=O)[nH]c2cc1C (stereo not given)	-12%	-2	8	-3%
65	COc1ccc(Nc2ncccc2C(=O)NCc2ccccc2)cc1	7%	2	-21	5%
66	COC(=O)CSc1nnc(CNC(=O)c2ccc(S(=O)(=O)N3CCCCC3)cc2)n1C	-1%	9	9	-8%
67	CC(C)Cc1nnc(NS(=O)(=O)c2ccc(Cl)cc2)s1	-1%	-8	-9	.
68	O=S1(=O)CC(O)C(N2CCCCC2)C1 (stereo not given)	1%	12	4	.
69	COc1cccc2c1NC(C(=O)O)C1CC=CC21 (stereo not given)	-1%	.	-10	.
70	Cc1cc(C)n2nc(/C(C#N)=C/c3ccccc3)c(C#N)c2n1	-1%	0	?	-19%
71	COc1ccc(N2CCN(CC(=O)Nc3ccc(SC(F)F)cc3)CC2)cc1	3%	1	8	.
72	Cc1noc(NS(=O)(=O)c2ccc(NC(=O)C34CCC(CC3)C4)cc2)c1C	-3%	-14	-120*	-4%

# Other compounds follow:
item	Compound	12-hLO inh	IMPase cell inh	PNC inhibitor	ALOX15B inhib
73	C=CCSC1=C(C#N)C(c2ccc(C(C)C)cc2)CC(=O)N1 (stereo not given)	-4%	11	-1	-6%
74	Cc1cc(-c2ccc(/C=N/n3cnnc3)o2)c([N+](=O)[O-])cc1C	5%	2	?	-7%
75	CN1/C(=c2/s/c(=C3/C(=O)N(c4ccccc4)NC3=Nc3ccccc3)n(C)c2=O)C(C)(C)c2ccccc21	-9%	3	34	-27%
76	Oc1cc(CN2COc3ccccc32)c(O)cc1CNC1CCCCC1	10%[11.4 µM]	.	.	3.2µM*
77	Cc1c(C(=O)NCCC2=CCCCC2)oc2ccc(S(=O)(=O)N3CCOCC3)cc12	-5%	4	-13	-7%
78	COCCCN1C(=O)C(=O)/C(=C(/O)c2ccccc2)C1c1ccc2c(c1)OCO2 (stereo not given)	-15%	9	-8	13%
79	COc1ccccc1C(c1nnnn1Cc1ccccc1)N1CCC(C(N)=O)CC1 (stereo not given)	14%	4	?	.
80	Cc1cccc(Nc2nc(-c3ccccc3)c(C(=O)Nc3cccnc3)s2)c1	-2%	-4	-14	.
81	CCCCOc1ccc(-c2nnc(N)s2)cc1	1%	.	37	.
82	CCCCNC(=O)N(O)C1N(CCCC)C(=O)N(CC(=O)OC)C1(C)C (stereo not given)	-2%	0	36	.
83	Cc1nnc(SCC(=O)N2CCCCC2)s1	-3%	4	49	.
84	CCOc1cccc(/C(O)=C2/C(=O)C(=O)N(CCOC)C2c2ccc(C)o2)c1 (stereo not given)	3%	-3	-6	34%[activator]
85	O=C(COC(=O)c1c2c(nc3ccccc13)CCCC2)c1ccc(Br)s1	1%	.	18	.
86	O=C(NCCc1ccc2c(c1)OCCO2)c1cccc(F)c1	-2%	.	29	.
87	COc1ccccc1Nc1nc(-c2cccc([N+](=O)[O-])c2)nc2ccccc12	-2%	8	-13	-10%
88	COc1ccc(CNc2nc3nc(C)c(Cl)c(=O)n3[nH]2)cc1OC	-1%	-8	-25	-7%
89	CC(C)Cc1nccs1	0%	.	.	-1%
90	CCOC(=O)c1cc2c(C)n(-c3ccc(OCC)cc3)c(C)c2cc(C(=O)OCC)c1=O	1%	-2	16	.
91	O=C(NCc1cccnc1)C(=O)NCC1OCCN1S(=O)(=O)c1ccc(F)cc1 (stereo not given)	2%	.	44	.
92	Cc1ccc(N(C(=O)Cn2nnc3ccccc32)C(C(=O)NCc2ccco2)c2ccc(C)o2)cc1 (stereo not given)	-1%	8	-11	-25%
93	CCCc1nnc(SCC(=O)Nc2ccc(OC)cc2)n1N	-3%	2	11	-4%
94	O=C(c1ccncc1)N1CCN(c2ccc(F)cc2)CC1	8%	-1	?	-2%

# Bioassay records from PubChem.
